# Compound activity deposited in PubChem by Sanford-Burnham Center for Chemical Genomics.
# UPR XBP1 act = activators of adaptive arm of unfolded protein response (XBP1); activation, % at 20 µM; AID 463104; CHO-XBP1 luciferase reporter, IRE1-XBP1 UPR activation, luminescence; percent of tunicamycin response, DMSO as zero; 330,000 compounds, 0.33% hits;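 active means versus positive control, 20 µM dose yields 30% or more activation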;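 further: 100% = tunicamycin at 10 µg/mL and 0% = DMSO only wells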
#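 Test system: CHO-XBP1 luciferase reporter cells | Buffer or medium: Serum-containing F12 medium, 10% FBS | Schedule: 6 h compound exposure at 37 °C, 5% CO2 | Detection: Steady-Glo luciferase glow luminescence, 10 min after reagent addition | Read-out basis: Activation, % of tunicamycin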
# tim23-1 inh = tim23-1 yeast growth inhibition | S. cerevisiae tim23-1 growth, BacTiter-Glo luminescence, 24 h | inhibition, % at 20 µM | 330,000 compounds, 1.3% hits;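 active means growth inhibition of the mutant yeast at or above 50%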;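 further: temperature-sensitive mutant grown at 25 °C; plate controls were DMSO-treated mutant yeast for no effect and medium wells lacking yeast for full effect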
# CHOP UPR activ = apoptotic UPR (CHOP) activation. activation, % at 10 µM. 330,000 compounds, 0.34% hits. CHO-CHOP luciferase reporter, luminescence; percent of tunicamycin response over DMSO baseline;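 active means at 10 µM dose, activation of 40% or more, normalized to positive control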;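 further: 100% = tunicamycin at 10 µg/mL and 0% = DMSO alone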
#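 Test system: CHO-CHOP cells, stable luciferase reporter of PERK-eIF2a-CHOP signalling | Quantity: 500 CHO-CHOP cells per well | Buffer or medium: F12 plus 10% serum | Compound dosing: 10 µM single point, 0.5% DMSO | Schedule: 6 h compound treatment, 37 °C | Signal: Luciferase luminescence | Control set: Tunicamycin high control, DMSO low control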
# APJ agonist = agonists of human APJ apelin receptor | P35414 | CHO-K1 APJ PathHunter beta-arrestin, luminescence; 0% DMSO wells, 100% apelin | activation, % at 20 µM | 330,000 compounds, 0.11% hits | AID 2520;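 active means activation more than six SD over the plate average, tested at 20 µM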;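 further: 0% = DMSO alone and 100% = apelin-13 at 10 nM; some results filed as inactive read as strong as hits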
#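 Material: CHO-K1 APJ beta-arrestin complementation cell line; Input: cell density 1000 per well; Incubation: compound stimulation 90 min at 25 °C, detection 60 min; Signal: luminescence from split beta-galactosidase complementation, Galacton Star/Emerald II substrate; Controls: DMSO-only wells as negative, 10 nM Apelin-13 as positive control.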
# APJ antagonist = antagonists of human APJ apelin receptor; P35414; CHO-K1 APJ beta-arrestin complementation, luminescence; inhibition, % at 20 µM; 330,000 compounds, 0.32% hits; AID 2521;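 active means inhibition above about 40% at 20 µM, limit read from the data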;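 further: cells challenged with 10 nM apelin-13 agonist together with compound; plate controls were apelin-13 plus DMSO wells for no effect and DMSO wells lacking apelin-13 for full effect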
# Jurkat NFkB inh = inhibitors of the PMA/ionomycin-induced NF-kB reporter in Jurkat cells | AID 435003 | inhibition, % at 4 µM | 330,000 compounds, 0.53% hits | PMA/ionomycin-induced NF-kB luciferase reporter, luminescence; in the data active means inhibition above about 50%
# 697 NFkB inh = lowers PMA/ionomycin-induced NF-kB signal in 697 B cells | 697 B-cell NF-kB luciferase reporter, 16 h | inhibition, % at 4 µM | 330,000 compounds, 0.33% hits | AID 435022; in the data active means inhibition above about 35%
# Mdm2 MdmX PPI = inhibitors of human Mdm2/MdmX interaction. SaOS-2 split-luciferase Mdm2/MdmX complementation, luminescence. inhibition, % at 8 µM. 330,000 compounds, 3% hits;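 active means inhibition of at least 50% at 8 µM in the primary screen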
# Target sequence (O15151 whole entry, looked up): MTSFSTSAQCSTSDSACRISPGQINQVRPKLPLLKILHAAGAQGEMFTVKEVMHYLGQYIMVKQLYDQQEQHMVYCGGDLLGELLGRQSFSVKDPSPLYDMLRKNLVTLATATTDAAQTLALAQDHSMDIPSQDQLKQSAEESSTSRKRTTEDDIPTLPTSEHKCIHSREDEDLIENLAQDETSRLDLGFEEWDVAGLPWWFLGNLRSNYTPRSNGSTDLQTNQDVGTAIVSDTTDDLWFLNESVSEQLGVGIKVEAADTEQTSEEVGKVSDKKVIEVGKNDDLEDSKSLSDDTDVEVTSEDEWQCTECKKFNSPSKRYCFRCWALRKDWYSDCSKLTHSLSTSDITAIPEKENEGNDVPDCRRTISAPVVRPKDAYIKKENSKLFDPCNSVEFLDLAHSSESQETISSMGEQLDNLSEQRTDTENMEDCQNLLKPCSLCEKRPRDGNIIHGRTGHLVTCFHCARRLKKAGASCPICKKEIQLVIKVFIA
# Target sequence (Q00987 whole entry, looked up): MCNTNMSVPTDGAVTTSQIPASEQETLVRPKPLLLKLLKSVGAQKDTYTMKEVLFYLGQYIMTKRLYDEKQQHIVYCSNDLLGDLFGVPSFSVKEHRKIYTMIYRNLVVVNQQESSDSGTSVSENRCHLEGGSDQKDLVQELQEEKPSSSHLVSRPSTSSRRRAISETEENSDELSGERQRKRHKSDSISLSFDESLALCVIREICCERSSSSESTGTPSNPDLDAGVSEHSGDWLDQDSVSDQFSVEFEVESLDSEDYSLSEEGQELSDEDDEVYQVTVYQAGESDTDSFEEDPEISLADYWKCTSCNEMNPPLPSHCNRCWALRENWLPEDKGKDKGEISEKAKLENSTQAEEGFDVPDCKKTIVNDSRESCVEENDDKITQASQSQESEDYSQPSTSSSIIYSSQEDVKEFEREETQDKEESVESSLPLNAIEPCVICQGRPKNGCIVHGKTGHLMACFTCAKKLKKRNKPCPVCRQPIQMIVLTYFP
# * marks the source's active call; other numbers are inactive results; & = joins results of further samples.
SMILES,UPR XBP1 act,tim23-1 inh,CHOP UPR activ,APJ agonist,APJ antagonist,Jurkat NFkB inh,697 NFkB inh,Mdm2 MdmX PPI
O=C(O)C1=C[C@@H](C2CCCCC2)C[C@@H](OCCCCO)O1,0,-4,0.2,-6,8,-4,15,-30
O=C(O)/C=C/c1cccc(NC(=O)c2ccc(Cl)cc2)c1,-1,12,2.7,-1,-6,-4,-3,-16
O=C(CN(C(=O)c1csnn1)c1cccc(Cl)c1)NC1CCCCC1,-7,11,-1.7,0,10,5,3,3
O=C(Nc1cccc(-c2nc3ccccc3s2)c1)c1cccs1,-1,12,0.5,-4,-1,-2,-49,-19
NC(=O)c1ccccc1NC(=O)Nc1ccccc1Cl,2,-7,-2.0,-2,-1,-7,1,6
COc1cc(Nc2nc3ccccc3n3nnnc23)cc(OC)c1OC,3,8,2.7,5,-85,-12,11,-27
CC(C)Sc1nc2ccc(N3C(=O)C4CCCCC4C3=O)cc2s1 (centres undefined),1,4,1.7,-1,6,-19,-69,-4
COc1ccc(C(=O)N2CCN(Cc3ccccn3)CC2)cc1,2,-3,3.0,0,17,-52,-7,-38
Cc1c(C(=O)Nc2cccc(Cl)c2)oc2ccc(S(=O)(=O)N3CCC4(CC3)OCCO4)cc12,0,24,5.4,1,-4,60*,-37,61*
NS(=O)(=O)c1ccc(CNC(=S)Nc2ccc(F)c(Cl)c2)cc1,-5,2,0.7,1,-11,14,15,10
COc1ccc2cc(C(=O)C3CCCN(Cc4cnc(C)s4)C3)ccc2c1 (centres undefined),0,-43,2.3,-1,-8,7,13,17
COc1ccc(N(C(=O)c2ccco2)C(C(=O)NC2CCCC2)c2ccc(OC)c(OC)c2)cc1 (centres undefined),6,3,0.5,0,-9,6,15,1
Cc1ccc(-c2ccc(=O)n(CC(=O)Nc3ccc4c(c3)OCCO4)n2)cc1,3,13,-1.0,-1,11,7,19,3
O=[N+]([O-])c1cccc(/C=N/Nc2ccccn2)c1,2,2,2.1,-2,-4,-52,-26,-53
O=S(=O)(c1ccc(-c2ccccc2)cc1)N1CCOCC1,0,4,-0.5,0,-4,-4,0,0
CCN(CC(=O)Nc1ccccc1C(F)(F)F)C(=O)c1ccc(=O)n(Cc2ccccc2)n1,-4,19,3.6,-10,18,1,9,15
COc1cc(Cl)c(C)cc1NC(=O)COC(=O)c1cnc(C)cn1,-1,19,-4.5,2,-1,-21,-2,7
COc1ccccc1NS(=O)(=O)c1cccc(C(=O)NCc2ccncc2)c1,-1,8,0.6,-3,-5,1,12,16
CCOC(=O)N1CCC(Nc2c(NCCCOC)c(=O)c2=O)CC1,1,3,0.7,0,-1,-4,-8,-3
CC1(C)CC(NC(=O)COc2ccc(Br)cc2Cl)CC(C)(C)N1,-7,-6,0.8,12,5,15,1,14
O=C(CN(Cc1ccco1)C(=O)CCC(=O)Nc1ccccn1)NCc1ccccc1,3,-2,3.3,-6,25,23,17,24
Cc1cccc(N2CCN(C(=O)CN3C(=O)NC(C)(C)C3=O)CC2)c1C,-1,1,2.6,-3,5,-12,6,-11
COc1ccccc1-n1cnc2c(c1=O)c1nc3ccccc3nc1n2-c1ccc(C)cc1,-1,34,1.0,0,-15,32,12,55*
COc1ccc2c(c1)O/C(=C\c1ccccc1O)C2=O,6,1,4.2,-2,-6,-82,-121,-152

# An excerpt from above in order of count of non-hydrogen atoms, high to low.
SMILES,UPR XBP1 act,tim23-1 inh,CHOP UPR activ,APJ agonist,APJ antagonist,Jurkat NFkB inh,697 NFkB inh,Mdm2 MdmX PPI
O=C(CN(Cc1ccco1)C(=O)CCC(=O)Nc1ccccn1)NCc1ccccc1,3,-2,3.3,-6,25,23,17,24
COc1ccccc1NS(=O)(=O)c1cccc(C(=O)NCc2ccncc2)c1,-1,8,0.6,-3,-5,1,12,16
Cc1cccc(N2CCN(C(=O)CN3C(=O)NC(C)(C)C3=O)CC2)c1C,-1,1,2.6,-3,5,-12,6,-11
COc1cc(Cl)c(C)cc1NC(=O)COC(=O)c1cnc(C)cn1,-1,19,-4.5,2,-1,-21,-2,7

# Continued:
SMILES,UPR XBP1 act,tim23-1 inh,CHOP UPR activ,APJ agonist,APJ antagonist,Jurkat NFkB inh,697 NFkB inh,Mdm2 MdmX PPI
COc1ccc2c(c1)C(=NNc1ccc(C(=O)O)cc1)c1cc(OC)ccc1-2,8,44,0.5,2,12,-30,-37,-7
O=C1NC(=S)N/C1=C\c1ccc(Oc2ccc(C(F)(F)F)cc2[N+](=O)[O-])c(Cl)c1,-1,-18,-0.2,-6,2,-25,-9,-29
Cc1cc(C)cc(-n2nnc(C(=O)NCc3ccc4c(c3)OCO4)c2N)c1,-2,13,0.6,-6,0,0,3,21
CNC[C@H]1Oc2c(NC(=O)C3CC3)cccc2C(=O)N([C@H](C)CO)C[C@@H]1C,2,1,-0.8,-3,5,-4,-9,-25
C=CCC[C@H](Cc1ccc(F)cc1)C(=O)OC[C@@H](NC(=O)[C@@H](CC=C)CC(=O)N[C@@H](CO)Cc1ccccc1)C(C)(C)C,1,9,2.1,1,3,-7,4,36
Cc1sc2nc(SCC(=O)N3CCN(CCO)CC3)n(-c3ccccc3)c(=O)c2c1C,-1,13,-0.3,-2,18,6,10,2
O=C(Nc1ccc(S(=O)(=O)Nc2cnc3ccccc3n2)cc1)c1cccc(OC(F)F)c1,-2,3,1.8,-3,-6,11,4,3
CCC(COC)Oc1cc(NCc2ccccc2)c2ncn(C(C)C)c2c1 (centres undefined),-3,43,3.2,11,-19,16,3,27
CCC(=O)NC(=S)Nc1cccc(Cl)c1N1CCCCC1,6,38,-2.1,-2,-3,5,-9,17
CN(CC(=O)Nc1ccc(Cl)c(Cl)c1)C(=O)/C=C/c1ccc(F)cc1,-1,-1,-1.2,-2,1,-12,-1,-10
Cc1ccc(NC(=O)CSCC(=O)Nc2cc(C(F)(F)F)ccc2N2CCOCC2)cc1,1,6,-1.4,6,7,9,5,23
CN1CCN(C(=O)C(Cc2ccccc2)NS(=O)(=O)c2ccc3c(c2)CCC(=O)N3)CC1 (centres undefined),-1,-3,-1.4,-5,4,-9,2,13
Fc1ccccc1N1CCN(C2CCN(Cc3c[nH]c4ccccc34)CC2)CC1,-2,-64,0.3,-4,0,-2,17,41
CN(C)c1cccc(C(=O)N/N=C/c2ccoc2)c1,2,13,3.5,0,-3,-10,-35,-7
COCCn1c(-c2cc(OC)c(OC)c(OC)c2)nc2oc3ccccc3c(=O)c2c1=O,1,10,-0.2,3,12,-4,-20,-19
O=S(=O)(c1ccc(F)cc1)N1CCC(O)(c2ccc3c(c2)OCO3)CC1,-1,34,-1.8,-5,16,12,9,18
COc1ccc(C(=O)N/N=C2\CCc3ccccc32)cc1OC,0,17,4.0,5,-2,-23,26,-15
CCOC(=O)c1cnn(-c2ncnc3c2oc2ccccc23)c1N,-8,-14,-1.8,-3,18,-89,-122,-89
COc1ccccc1CNC(=O)COC(=O)Cc1ccc(Cl)cc1,1,8,1.6,-3,-10,-8,-1,-7
Cc1c(NC(=S)SCc2ccccc2)c(=O)n(-c2ccccc2)n1C,-4,-6,-1.3,-4,22,-3,12,24
C[C@@H]1C=C[C@](Cc2ccccc2)(C(=O)NCC2CC2)N1C(=O)c1ccccc1,9,29,3.6,1,15,-20,-50,-29
c1ccc2oc(SCc3cn4ccsc4n3)nc2c1,1,15,3.6,-1,-7,-81,-152,-207
CC(C)COP(=O)(CNC(=O)CN1C(=O)c2ccccc2S1(=O)=O)OCC(C)C,-2,4,0.5,-3,-1,-8,14,2
COc1ccc(C(=O)Nc2cc(C(C)=O)c(C)oc2=O)cc1,2,23,1.4,-3,6,0,-15,33
CN(C)S(=O)(=O)c1cccc(NC(=O)CCc2nc3sc4c(c3c(=O)[nH]2)CCCC4)c1,-2,5,2.3,-2,26,14,35,14
COc1ccccc1Oc1ccc(NC(=O)Cc2ccccc2)cc1,1,24,4.7,1,-16,-16,-22,8
O=C(CC(C(=O)O)c1cccc(Cl)c1)c1ccccc1 (centres undefined),3,-1,-2.0,0,14,20,0,18
NC(=O)c1sc2nc3c(c(-c4ccc(Cl)cc4)c2c1N)CCCC3,2,41,-2.9,-9,52*,16,21,36
Cc1onc(-c2ccccc2)c1-c1nc2ccccc2c(=O)o1,14,49,-0.1,1,4,16,-8,22
CN(CC(=O)Nc1c(Cl)cccc1Cl)C(=O)C1CSC2(C)CCC(=O)N12 (centres undefined),-3,7,4.4,-2,21,3,-3,10
O=C1CNC(=O)N1Cc1ccc(Br)cc1,-3,-4,-1.7,1,1,10,-4,15
Cc1cc(C)cc(NC(=O)Nc2ccc(NC(=O)c3ccccc3O)cc2)c1,-4,-2,1.5,0,-20,14,36*,11
COCCN(C(=O)CSCC(=O)Nc1ccc(C)cc1)c1c(N)n(CC(C)C)c(=O)[nH]c1=O,5,-4,1.4,-3,6,-1,17,-2
Cc1ccc2cc(/C=N/NC(=O)[C@H](C)NC(=O)OC(C)(C)C)c(Cl)nc2c1,0,12,-0.9,0,-1,9,-54,-4
CN(C)S(=O)(=O)c1cc(NC(=O)CN2CCNC(=O)C2)ccc1Cl,-2,8,-1.4,0,-6,14,17,15
COC(=O)c1sccc1NC(=O)c1cccs1,2,-7,1.1,-1,24,11,13,16
N#CC(=C=[N-])c1nc2ccccc2nc1-[n+]1cccc(NC(=O)c2ccccc2)c1,-1&0,1&-1,0.3&-2.3,-1&-5,24&17,-2&5,5&-1,0&16
S=C(c1ccc(-c2cccc(Cl)c2)o1)N1CCOCC1,3,20,4.8,0,-5,-95,-180,-102
CCOC(=O)C1CCCN(Cc2cc(=O)oc3cc(C)ccc23)C1 (centres undefined),1,12,2.6,-3,22,-18,-34,-31
O=C(NCc1ccccc1)c1cc(-c2cccc(O)c2)on1,6,-17,7.0,5,-1,-49,-39,-43
COc1ccccc1N1C(=O)CC(Sc2ncccc2C(=O)O)C1=O (centres undefined),-2,-6,-1.5,-6,-14,6,1,20
Cc1ccc(Nc2cc(C)nc3ncnn23)c(C)c1,-6,0,1.3,0,2,8,2,8
COc1ccc2[nH]c(=O)c(CN(Cc3ccccc3OC)Cc3nnnn3CC3CCCO3)cc2c1 (centres undefined),-2,-3,-0.6,0,27,1,7,13
COc1ccc(CNC(=O)CCSCc2cccc(Cl)c2)c(OC)c1,0,30,0.9,-4,-8,6,-5,-12
Cc1ccc(C)c(-n2c(SCC(=O)Nc3nonc3C)nnc2-c2ccoc2C)c1,-2,-4,-0.7,9,-5,-9,-28,3
Cc1ccccc1NC(=O)c1c(Cl)nc(C)c(Cl)c1C,1,6,3.3,0,-6,7,-5,14
CC1=C(C(=O)Nc2ccccc2)C(c2ccc(Cl)cc2)n2c(s/c(=C/c3cccc(OCC(=O)O)c3)c2=O)=N1 (centres undefined),-4,30,0.4,-4,18,-4,20,12
O=C(Nc1nncs1)c1cccnc1Cl,-2,4,0.5,-1,-2,10,21,13
Cc1nonc1NC(=O)CSc1nc2c(C)cccc2cc1C#N,6,-16,1.3,0,-1,-27,-4,-78
Cc1cn(CC2COC(C)(C)O2)c(=O)[nH]c1=O (centres undefined),0,7,2.5,-3,16,-7,10,21
CCn1cc(/C=C(\NC(=O)c2ccccc2F)C(=O)N2CCOCC2)c2ccccc21,-3,11,3.0,-6,9,4,6,4
O=C(CCc1nnc(Cc2ccc3c(c2)OCO3)o1)NC(c1ccccn1)C(F)(F)F (centres undefined),-2,-4,-0.2,-2,-7,-5,7,-7
